Source: PubChem (several laboratories)
PME-1 primary: PME-1 (human) inhibition; recombinant PME-1, FP-Rh probe fluorescence polarization; Q9Y570; hit rate 0.53% among 320,000; AID 2130; inhibition, % at 5.9 µM;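 active means inhibition above the campaign mean of all compounds plus 3 SD, cut at about 26% in these data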;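 further: competitive labeling of PME-1 active site by serine hydrolase directed probe; 0% = PME-1 with DMSO and 100% = wells lacking PME-1 enzyme; inhibitors block probe labeling so polarization falls and inhibition rises; many of its hits are not listed in these tables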
Target sequence (Q9Y570 whole entry, looked up): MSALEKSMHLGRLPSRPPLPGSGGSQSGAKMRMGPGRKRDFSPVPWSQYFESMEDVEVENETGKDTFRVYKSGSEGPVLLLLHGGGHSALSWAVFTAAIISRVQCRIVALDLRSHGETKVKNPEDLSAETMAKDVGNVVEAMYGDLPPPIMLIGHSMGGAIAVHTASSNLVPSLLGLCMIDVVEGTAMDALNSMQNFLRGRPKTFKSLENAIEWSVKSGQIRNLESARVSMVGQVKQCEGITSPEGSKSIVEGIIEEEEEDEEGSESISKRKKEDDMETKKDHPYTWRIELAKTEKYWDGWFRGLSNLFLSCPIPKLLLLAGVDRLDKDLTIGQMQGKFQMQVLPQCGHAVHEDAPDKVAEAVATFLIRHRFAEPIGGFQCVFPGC
GRK2 inh: human GRK2 inhibition via aptamer displacement | hit rate 0.59% among 330,000 | P25098 | inhibition of aptamer binding, % at 10 µM | bead flow cytometry, FAM-aptamer displacement from GRK2;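 active means inhibition of aptamer binding above 40%, roughly 3 SD of noise, on plates passing a quality check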;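 further: median bead fluorescence of bound FAM aptamer so fluorescent compounds give negative values; no value below 0 was filed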
Bcl-xL primary: inhibitors of human Bcl-xL | hit rate 0.7% among 320,000 | Q07817 | GST-Bcl-xL / FITC-Bim BH3 peptide fluorescence polarization | inhibition, % at 10.9 µM;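 active means inhibition above the mean of all tested compounds plus 3 SD, cutoff set per campaign, cut at about 30% in these data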;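 further: 0% = DMSO wells and 100% = unlabeled Bim-BH3 peptide competitor; inhibitors lower millipolarization by displacing the labeled peptide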
GLD-1 RNA inh: GLD-1-TGE RNA interaction inhibition (C. elegans); Q17339; hit rate 0.44% among 320,000; AID 2280; inhibition, % at 5.96 µM; purified GLD-1 + fluorescein TGE RNA, fluorescence polarization;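 active means percent inhibition above a per-plate cutoff, the plate mean of test compounds plus 3 SD, cut at about 30% in these data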;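 further: 0% = DMSO wells with GLD-1 and probe and 100% = wells lacking GLD-1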
Efflux pump inh: inhibitors of Candida antifungal efflux pumps expressed in yeast; S. cerevisiae Candida pump triplex, Nile Red efflux; inhibition, % at 10 µM; hit rate 0.44% among 330,000; AID 485275;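 active means plate passing quality check with inhibition over a set limit, or well fluorescence over plate mean plus 4 SD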;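 further: Nile Red retained in pooled yeast measured as flow cytometry median fluorescence; 0% = buffer negative control and 100% = Enniatin B positive control; higher means more Nile Red kept so more efflux inhibition; some compounds called inactive have numbers as strong as hits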
MCL1 BIM primary: disrupts human MCL1 binding to BIM-BH3 peptide | GST-MCL1 / FITC-Bim-BH3 fluorescence polarization | inhibition, % at 10.9 µM | hit rate 0.68% among 320,000;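 active means inhibition above the mean inhibition of all tested compounds plus 3 SD, set per campaign, cut at about 40% in these data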;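 further: 0% = DMSO wells and 100% = unlabeled Bim-BH3 peptide control; higher means more loss of mP so more displacement of Bim peptide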
Target sequence (Q07820 whole entry, looked up): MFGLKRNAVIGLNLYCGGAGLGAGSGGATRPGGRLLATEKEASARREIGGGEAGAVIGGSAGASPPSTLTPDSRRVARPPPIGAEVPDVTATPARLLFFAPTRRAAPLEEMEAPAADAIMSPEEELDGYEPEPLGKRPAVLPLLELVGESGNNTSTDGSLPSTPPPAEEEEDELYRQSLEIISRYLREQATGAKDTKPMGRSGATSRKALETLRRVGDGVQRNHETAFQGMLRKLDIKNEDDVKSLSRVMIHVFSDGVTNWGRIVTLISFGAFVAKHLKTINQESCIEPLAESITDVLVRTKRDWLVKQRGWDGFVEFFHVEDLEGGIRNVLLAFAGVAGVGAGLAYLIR
MEX-5 binding: C. elegans MEX-5 TCR-2 RNA binding activity; Q9XUB2; MEX-5/FITC-TCR2 RNA binding, fluorescence polarization; hits give low values; activity score (negative = inhibition of binding), % at 10 µM; hit rate 0.38% among 300,000; AID 1832;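 active means inhibition past about -25% in most replicates, and total fluorescence under double the plate's negative control median, limit read from the data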;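 further: 0% = DMSO and -100% = 5 µM competing unlabeled TCR2 RNA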
Fam108B counter: blocks mouse Fam108B hydrolase in RBBP9 counter-screen. recombinant Fam108B, FP-Rh probe fluorescence polarization. inhibition, % at 9.51 µM. hit rate 0.33% among 300,000. AID 1947;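 active means inhibition above the screen mean inhibition plus 3 SD, computed separately per campaign, cut at about 18% in these data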;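 further: inhibitors lower polarization as less probe binds the enzyme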
VLA-4 inh: inhibition in a human VLA-4 binding assay; VLA-4 expressing cells, ligand binding flow cytometry; inhibition, % (about 7 µM as worked out from the volumes in the protocol); hit rate 0.2% among 330,000; AID 2557; in the data active means inhibition above about 50%
The depositor's hits bear a star; i = inactive; . = no result given.

structure | PME-1 primary | GRK2 inh | Bcl-xL primary | GLD-1 RNA inh | Efflux pump inh | MCL1 BIM primary | MEX-5 binding | Fam108B counter | VLA-4 inh
O=C(CSc1nc2c([nH]c3ccccc32)c(=O)n1-c1ccccc1)N1CCOCC1 | -7 | 0 | -3 | 1 | -0.2 | 2 | 4.6 | 0 | 7
CCOC(=O)c1sc(-c2ccccc2)cc1NC(=O)CSc1nnnn1C | -6 | 0 | 6 | 2 | 0.2 | 8 | 0.7 | -8 | -4
O=C(CNc1cc(S(=O)(=O)N2CCCC2)ccc1OCC(F)(F)F)Nc1cc(Cl)cc(Cl)c1 | 0 | 0 | 0 | 3 | -0.7 | 2 | -1.5 | 3 | 0
N#Cc1ccccc1NC(=O)C(=O)NCC1CCCN1S(=O)(=O)c1cccs1 (stereo not given) | 4 | 0 | 4 | 6 | 0.2 | 8 | -0.8 | 1 | 5
COc1cc2nc(/C=C/c3ccc(N(C)C)cc3)sc2cc1SC | -7 | 4 | -39 | -72 | 2.9 | -103 | . | 1 | i
COC(=O)c1sc(NC(=S)NC(=O)c2ccccc2)nc1C | 1 | 0 | 4 | 2 | -8.7 | 9 | 1.4 | 0 | 0
CCC(C)NC(=O)c1ccc(-n2c(=S)[nH]c3ccccc3c2=O)cc1 (stereo not given) | -3 | 1 | 7 | 3 | 0.0 | 5 | -3.5 | 3 | -15
CC(C)(C)c1ccc(C(=O)CSc2ncn[nH]2)cc1 | -4 | 1 | -1 | -4 | -0.1 | -18 | 0.8 | -2 | -12
COc1cccc(C(=O)NC2CCCc3c2cnn3-c2cc(C)cc(C)c2)c1 (stereo not given) | . | 1 | . | . | -1.1 | . | -3.3 | . | 2
O=C(c1ccco1)N1CCN(Cc2cc(=O)c(OCc3ccccc3F)co2)CC1 | 3 | 1 | 2 | -1 | 0.0 | 4 | -5.0 | 2 | -2
O=C(c1ccco1)c1cn(CC(=O)N2CCCCC2)c2ccccc12 | 4 | 11 | 1 | 2 | 0.0 | 0 | 1.7 | -5 | 6
Cc1ccc(NC(=O)CS(=O)CC(=O)N(CC(=O)NC2CCCC2)c2cc(C)ccc2C)cc1 (stereo not given) | 2 | 1 | 5 | 2 | -0.1 | 3 | 0.6 | 1 | 15
O=C(Nc1ccccc1)C1CC2CCC1C2 (stereo not given) | -10 | 0 | 2 | -1 | 0.1 | 5 | 0.8 | -7 | -5
O=C1CCN(S(=O)(=O)c2ccccc2)CCN1CCOCc1ccc(F)cc1 | 2 | 0 | 1 | -7 | 0.0 | -5 | -1.2 | -2 | 31
COc1cccc(-c2nc(C(N)=O)c3[nH]c(=O)n(-c4ccccc4)c3n2)c1OC | 9 | 5 | 11 | 12 | -0.3 | 11 | 2.2 | 0 | 11
COc1ccccc1N1CCN(C(=O)Cc2c(C(=O)O)[nH]c3ccc(Cl)cc23)CC1 | 0 | 0 | 8 | 1 | 0.1 | -3 | 0.0 | 0 | -6

Individual results from the results shown:
Value of O=C(CNc1cc(S(=O)(=O)N2CCCC2)ccc1OCC(F)(F)F)Nc1cc(Cl)cc(Cl)c1 in GLD-1 RNA inh: 3
Value of COC(=O)c1sc(NC(=S)NC(=O)c2ccccc2)nc1C in GRK2 inh: 0
Value of COc1cccc(-c2nc(C(N)=O)c3[nH]c(=O)n(-c4ccccc4)c3n2)c1OC in Fam108B counter: 0
Value of COc1cccc(C(=O)NC2CCCc3c2cnn3-c2cc(C)cc(C)c2)c1 (stereo not given) in GRK2 inh: 1

An excerpt from above, reduced to GLD-1 RNA inh, Fam108B counter and MCL1 BIM primary.
Structure	GLD-1 RNA inh	Fam108B counter	MCL1 BIM primary
O=C(c1ccco1)N1CCN(Cc2cc(=O)c(OCc3ccccc3F)co2)CC1	-1	2	4
O=C(c1ccco1)c1cn(CC(=O)N2CCCCC2)c2ccccc12	2	-5	0
Cc1ccc(NC(=O)CS(=O)CC(=O)N(CC(=O)NC2CCCC2)c2cc(C)ccc2C)cc1 (stereo not given)	2	1	3
O=C(Nc1ccccc1)C1CC2CCC1C2 (stereo not given)	-1	-7	5
O=C1CCN(S(=O)(=O)c2ccccc2)CCN1CCOCc1ccc(F)cc1	-7	-2	-5

The listing continues:
structure | PME-1 primary | GRK2 inh | Bcl-xL primary | GLD-1 RNA inh | Efflux pump inh | MCL1 BIM primary | MEX-5 binding | Fam108B counter | VLA-4 inh
Cc1ccccc1CC(=O)N1CCN(S(=O)(=O)c2ccc(Cl)s2)CC1 | . | 1 | . | 4 | -0.1 | . | . | . | -39
C[C@H]1CCC(=O)N([C@H](COc2ccccc2)Cc2ccccc2)CC1 | 3 | 0 | 5 | -6 | -0.1 | 2 | -0.4 | 4 | -3
C=CCNc1nnc(SCC(=O)N2CCCCC2)c2ccccc12 | -4 | 4 | 108* | -2 | 0.0 | 120* | -3.4 | -1 | -15
Cc1ccc(NS(=O)(=O)c2cccc(C(=O)NCCCN3CCOCC3)c2)cc1 | 5 | 0 | -1 | 1 | -0.1 | 2 | 0.2 | 0 | 9
O=C(c1cccs1)N(CC1CCCO1)c1nc(-c2ccccc2)cs1 (stereo not given) | -2 | 0 | 4 | 3 | -0.1 | 7 | -0.8 | -2 | 2
Cn1nnc2cc(C(=O)NC(C)(C)C)ccc21 | 1 | 0 | 0 | 2 | 0.0 | 6 | 0.2 | 0 | 15
NC(=O)c1cccc2ccccc12 | -1 | 0 | 2 | -1 | 0.0 | -3 | -1.9 | 3 | 9
CC1C(=O)NC(=O)C1c1ccccc1 (stereo not given) | 3 | 2 | 2 | 9 | 0.0 | 5 | 4.3 | 4 | 0
O=C(CC1NCCc2ccccc21)Nc1ccc(Cl)cc1 (stereo not given) | 1 | 0 | 1 | -3 | -0.2 | 3 | 0.3 | 5 | 11
Cc1cccc2c3c([nH]c12)C(=O)CC(C)(C)S3 | 3 | 0 | 6 | 3 | 0.1 | 6 | -1.6 | 4 | 17
COc1cc(OC)c(C(=O)OCC(=O)NC23CC4CC(CC(C4)C2)C3)cc1OC | . | 2 | . | 9 | 0.3 | . | . | . | 1
COc1ccc(-n2c(N)cc(=O)[nH]c2=O)cc1 | 1 | 3 | 0 | 9 | 0.0 | 2 | -1.0 | 3 | 6
Cc1ccc(C)c(NC(=O)C(c2ccccc2)N2CCN(CC(=O)N3CCOCC3)CC2)c1 (stereo not given) | . | 0 | . | 10 | 0.3 | . | . | . | 6
N#CCCN(C(=O)CN1CCN(S(=O)(=O)c2ccc3c(c2)OCCO3)CC1)c1ccc(F)cc1 | 10 | 0 | -4 | -3 | 0.2 | -3 | . | . | -8
COc1ccc(NS(=O)(=O)c2cc(NC(=O)c3ccc(=O)[nH]c3)ccc2N2CCCC2)cc1 | 8 | 0 | 5 | 3 | 0.2 | 4 | 2.8 | 18 | -1

Single records, as listed above:
`O=C(CC1NCCc2ccccc21)Nc1ccc(Cl)cc1` (stereo not given) across the screens: PME-1 primary = 1; GRK2 inh = 0; Bcl-xL primary = 1; GLD-1 RNA inh = -3; Efflux pump inh = -0.2; MCL1 BIM primary = 3; MEX-5 binding = 0.3; Fam108B counter = 5; VLA-4 inh = 11
`Cc1ccc(C)c(NC(=O)C(c2ccccc2)N2CCN(CC(=O)N3CCOCC3)CC2)c1` (stereo not given) across the screens: PME-1 primary = .; GRK2 inh = 0; Bcl-xL primary = .; GLD-1 RNA inh = 10; Efflux pump inh = 0.3; MCL1 BIM primary = .; MEX-5 binding = .; Fam108B counter = .; VLA-4 inh = 6

Some of these compounds in order of length of the SMILES, descending.
structure | PME-1 primary | GRK2 inh | Bcl-xL primary | GLD-1 RNA inh | Efflux pump inh | MCL1 BIM primary | MEX-5 binding | Fam108B counter | VLA-4 inh
N#CCCN(C(=O)CN1CCN(S(=O)(=O)c2ccc3c(c2)OCCO3)CC1)c1ccc(F)cc1 | 10 | 0 | -4 | -3 | 0.2 | -3 | . | . | -8
Cc1cccc2c3c([nH]c12)C(=O)CC(C)(C)S3 | 3 | 0 | 6 | 3 | 0.1 | 6 | -1.6 | 4 | 17
O=C(CC1NCCc2ccccc21)Nc1ccc(Cl)cc1 (stereo not given) | 1 | 0 | 1 | -3 | -0.2 | 3 | 0.3 | 5 | 11

The list is partial; rates above refer to the full screens.
